Screening data from PubChem.
p53 PUMA act = mutant p53 pathway re-activators, primary screen, cell-based, SW480, luciferase, single point, HTS. SW480 PUMA-promoter luciferase, p53 mutant reactivation. activation, % at 9.98 µM. actives 1.5% (n = 28,000); in the data active = activation above about 52%; inconclusive = no clear call, values can overlap the other calls
STK33 kin inh = STK33 kinase inhibitors, primary screen, biochemical, luminescence, ADP-Glo, MBP substrate. inhibition, % at 12.5 µM. actives 0.44% (n = 27,000); in the data active = inhibition above about 20%; inconclusive = no clear call, values can overlap the other calls
Target sequence (Q9BYT3 whole entry, looked up): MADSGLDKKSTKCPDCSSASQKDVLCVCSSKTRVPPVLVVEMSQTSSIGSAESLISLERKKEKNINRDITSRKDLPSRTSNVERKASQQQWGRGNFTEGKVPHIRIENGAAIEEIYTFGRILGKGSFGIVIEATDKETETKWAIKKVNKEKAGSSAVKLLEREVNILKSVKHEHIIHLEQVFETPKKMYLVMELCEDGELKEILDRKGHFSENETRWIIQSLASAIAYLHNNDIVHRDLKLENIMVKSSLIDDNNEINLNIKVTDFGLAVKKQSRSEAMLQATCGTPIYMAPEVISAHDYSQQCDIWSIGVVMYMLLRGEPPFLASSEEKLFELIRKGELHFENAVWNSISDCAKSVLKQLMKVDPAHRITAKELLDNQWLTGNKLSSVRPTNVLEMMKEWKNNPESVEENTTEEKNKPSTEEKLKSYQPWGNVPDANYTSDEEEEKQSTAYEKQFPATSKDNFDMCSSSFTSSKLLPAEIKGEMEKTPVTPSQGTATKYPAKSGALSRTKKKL
Starred values were filed as active, the others as inactive; ? = inconclusive; · = not tested or not shown. The list is partial. The share of hits here may be higher or lower than overall.

smiles	p53 PUMA act	STK33 kin inh
C[C@H]1CN([C@@H](C)CO)C(=O)c2cc(-c3cccc(C(=O)N(C)C)c3)cnc2O[C@H]1CN(C)S(=O)(=O)c1ccccc1	10.1	·
O=C(CSc1nc2c(c(C(F)(F)F)n1)CCc1ccccc1-2)Nc1c(F)cc(F)cc1Br	2.8	-1.8
C[C@@H]1CN([C@@H](C)CO)C(=O)c2cc(NC(=O)Cc3ccccc3)ccc2O[C@@H]1CN(C)S(=O)(=O)c1cn(C)cn1	·	3.1
C[C@H](CO)N1C[C@H](C)[C@H](CN(C)C)Oc2cc(C#Cc3cccc(F)c3)ccc2S1(=O)=O	-2.9	·
C[C@@H]1CCCCO[C@@H](CN(C)Cc2ccccc2)[C@@H](C)CN([C@H](C)CO)C(=O)c2cc(NC(=O)NC3CCCCC3)ccc2O1	·	1.1
COc1ccc(NC(=O)Nc2ccc3c(c2)CC(=O)N([C@@H](C)CO)C[C@H](C)[C@@H](CN(C)S(=O)(=O)c2ccc(F)cc2)O3)cc1	·	2.5
Cc1cccc(-c2nnc(SCC(=O)Nc3c(C)cc(I)cc3C)o2)c1	-6.1	3.6
C[C@@H]1CN([C@H](C)CO)C(=O)Cc2cc(NS(=O)(=O)c3cn(C)cn3)ccc2O[C@@H]1CN(C)S(=O)(=O)c1ccc(Cl)cc1	1.7	-0.3
COCC#Cc1cnc2c(c1)C(=O)N([C@@H](C)CO)C[C@@H](C)[C@@H](CN(C)Cc1ccccc1F)O2	-2.2	·
CNC[C@@H]1Oc2c(NC(=O)C3CCOCC3)cccc2C(=O)N([C@@H](C)CO)C[C@@H]1C	5.2	·
CC(C)(C)Nc1nc(SCC(N)=O)nc(N2CCOCC2)n1	-20.1	1.2
Cc1noc(C)c1S(=O)(=O)Nc1ccc2c(c1)CC(=O)N([C@@H](C)CO)C[C@H](C)[C@H](CN(C)C)O2	3.8	2.1
C[C@@H]1CN([C@@H](C)CO)C(=O)c2cccc(NS(=O)(=O)c3cccs3)c2O[C@H]1CN(C)S(=O)(=O)c1ccc(Cl)cc1	-0.7	·
C[C@@H]1CCCCO[C@@H](CN(C)C(=O)c2ccccc2)[C@H](C)CN([C@H](C)CO)C(=O)c2cc(NS(C)(=O)=O)ccc2O1	10.5	·
COc1cc(C(C)=O)ccc1OCC(O)Cn1nc(C)c(Br)c1C (centres undefined)	31.8	0.3
C[C@H](CO)N1C[C@H](C)[C@H](CN(C)Cc2ccc(-c3ccccc3)cc2)Oc2ccc(NS(=O)(=O)c3ccc(F)cc3)cc2CC1=O	·	1.9
Nc1nnc(SCC(=O)Nc2ccc(Br)cc2Cl)n1-c1ccccc1	?	-5.3
Cc1noc(C)c1S(=O)(=O)Nc1ccc2c(c1)C(=O)N([C@@H](C)CO)C[C@@H](C)[C@@H](CN(C)C(=O)Nc1ccccc1)O2	0.8	·
C[C@H](CO)N1C[C@H](C)[C@H](CN(C)Cc2ccncc2)OCc2cnnn2CCCC1=O	6.2	-1.1
C[C@@H]1CCCCO[C@@H](CN(C)C(=O)C2CCCCC2)[C@H](C)CN([C@@H](C)CO)C(=O)c2cc(NS(=O)(=O)c3ccccc3)ccc2O1	-11.3	·
CCOC(=O)CNC(=O)c1cc(C)on1	6.3	-4.4
C[C@H](CO)N1C[C@H](C)[C@H](CN(C)C(=O)CCCN(C)C)OCc2cnnn2CCCC1=O	·	1.5
C[C@@H]1CN([C@@H](C)CO)C(=O)Cc2cc(NS(C)(=O)=O)ccc2O[C@H]1CN(C)S(=O)(=O)c1cccs1	4.5	·
C[C@@H]1CN([C@H](C)CO)C(=O)Cc2cc(NC(=O)Cn3cnnn3)ccc2O[C@H]1CN(C)S(=O)(=O)c1cn(C)cn1	·	0.3
CC(C)CC#Cc1ccc2c(c1)O[C@@H](CN(C)C(=O)Nc1ccccc1F)[C@H](C)CN([C@H](C)CO)S2(=O)=O	-8.3	·
Cc1ccc(S(=O)(=O)N(CC(=O)Nc2ccccc2C)C2CCCCC2)cc1	-10.3	-1.8
COc1ccc(C2CC(=O)c3cnc(NCCN4CCOCC4)nc3C2)cc1 (centres undefined)	-5.8	-1.0
CCN(CC(=O)Nc1ccc(F)c(Cl)c1)S(=O)(=O)c1ccc(C)cc1	-17.5	-2.7
COc1cc2c(cc1NC(=O)CN(C)S(=O)(=O)c1ccc(Cl)cc1)oc1ccccc12	7.2	1.3
Cc1ccc(S(=O)(=O)Nc2ccc3c(c2)CC(=O)N([C@@H](C)CO)C[C@H](C)[C@@H](CN(C)C(=O)Nc2ccc(C(F)(F)F)cc2)O3)cc1	·	-0.9
C[C@H]1CN([C@@H](C)CO)C(=O)c2cc(NC(=O)Cn3cnnn3)ccc2O[C@H]1CN(C)C	·	0.7
CCCCC[C@H](O)/C=C/[C@H]1C=CC(=O)[C@@H]1C/C=C\CCCC(=O)O	10.7	1.6
C[C@H]1CN([C@@H](C)CO)C(=O)c2cc(N(C)C)ccc2O[C@@H]1CN(C)S(=O)(=O)c1cn(C)cn1	2.7	-2.3
C[C@@H]1CN([C@H](C)CO)C(=O)Cc2cc(NC(=O)Nc3ccc4c(c3)OCO4)ccc2O[C@H]1CN(C)Cc1ccc(C(F)(F)F)cc1	·	2.0
COc1ccc(NC(=O)Nc2ccc3c(c2)CC(=O)N([C@@H](C)CO)C[C@H](C)[C@H](CN(C)S(=O)(=O)c2ccccc2)O3)cc1	·	1.6
C[C@H](CO)N1C[C@H](C)[C@H](CN(C)Cc2ccccc2)Oc2ccc(NS(=O)(=O)c3ccc(F)cc3)cc2CC1=O	·	0.2
CSc1nsc(SCC(=O)OC2CC3CCC2(C)C3(C)C)n1 (centres undefined)	-13.5	-4.1
Cc1cc(Cl)cc(Cl)c1OCC(=O)Nc1cccc(NC(=O)c2ccccc2Cl)c1	17.9	-0.6
Cc1nnc(N2C(=O)C(=O)C(C(=O)c3ccco3)C2c2cccc(Oc3ccccc3)c2)s1 (centres undefined)	13.2	-0.3
COc1ccc(CN(C)C[C@@H]2Oc3ccc(NC(=O)Cc4ccccc4)cc3CC(=O)N([C@@H](C)CO)C[C@H]2C)cc1	-5.7	·
CC(N=Cc1nc2ccccc2n1C)C12CC3CC(CC(C3)C1)C2 (centres undefined)	1.8	·
COC(=O)c1c(NC(=S)Nc2c(C)nn(Cc3c(F)c(F)c(F)c(F)c3F)c2C)sc(C)c1-c1ccccc1	-7.7	0.4
COc1cccc2cc(C(=O)C3C(=O)C(=O)N(CCc4ccccc4)C3c3cccnc3)oc12 (centres undefined)	4.1	0.2
C[C@H]1CN([C@@H](C)CO)C(=O)Cc2cc(NC(=O)c3ccncc3)ccc2O[C@@H]1CN(C)S(=O)(=O)c1ccc(Cl)cc1	·	-0.7
COC(=O)c1ccc(C(=O)OC)c(NC(=O)CCc2ccc(C)o2)c1	4.6	0.5
C[C@@H]1CCCCO[C@H](CN(C)S(C)(=O)=O)[C@@H](C)CN([C@@H](C)CO)C(=O)c2cc(NC(=O)Nc3ccccc3)ccc2O1	7.6	·
CN(c1ccc(C(=O)NCc2ccccn2)cc1)S(C)(=O)=O	5.8	-3.7
O=C(Nc1ccc(Cl)cc1)Nc1ccccc1C(=O)NCc1ccco1	80.1*	4.0
Cn1nnnc1SCC(=O)Nc1ccc(I)cc1	78.3*	-1.8
CCOCC(O)CS(=O)(=O)c1ccccn1 (centres undefined)	1.9	1.5

Quoted at random: 4 entries already listed.
smiles	p53 PUMA act	STK33 kin inh
Cn1nnnc1SCC(=O)Nc1ccc(I)cc1	78.3*	-1.8
CC(N=Cc1nc2ccccc2n1C)C12CC3CC(CC(C3)C1)C2 (centres undefined)	1.8	·
O=C(Nc1ccc(Cl)cc1)Nc1ccccc1C(=O)NCc1ccco1	80.1*	4.0
CCOCC(O)CS(=O)(=O)c1ccccn1 (centres undefined)	1.9	1.5

(further entries)
smiles	p53 PUMA act	STK33 kin inh
C[C@H](CO)N1C[C@H](C)[C@@H](CN(C)C(=O)Nc2ccc(C(F)(F)F)cc2)Oc2c(NC(=O)Nc3cccc4ccccc34)cccc2C1=O	6.9	·
Cc1cccc(-n2c(SCC(=O)O)nc3sc4c(c3c2=O)CCCC4)c1	-3.9	-3.5
O=C(CSc1ncc(-c2ccccc2)nn1)Nc1ccc(I)cc1	4.1	7.2
COc1ccc2c(c1)OCC(Cc1ccc(OC)c(OC(C)=O)c1)C2=O (centres undefined)	·	3.2
Cc1ccc(S(=O)(=O)Nc2ccc3c(c2)C(=O)N([C@H](C)CO)C[C@H](C)[C@H](CN(C)S(=O)(=O)c2ccc(C)cc2)O3)cc1	·	2.3
C[C@@H]1CN([C@@H](C)CO)C(=O)c2cc(NS(C)(=O)=O)ccc2O[C@@H](C)CCCCO[C@@H]1CN(C)C(=O)Nc1ccc(C(F)(F)F)cc1	-3.7	·
COc1cc2c(cc1NC(=O)CN(C)S(=O)(=O)c1ccc(Br)cc1)oc1ccccc12	-3.1	-2.4
O=C(COc1ccc(Cl)cc1C1C2=C(CCCC2=O)NC2=C1C(=O)CCC2)Nc1ccc(Cl)cc1	-21.1	-0.6
CO[C@H]1C[C@@H]2CC[C@@H](C)[C@@](O)(O2)C(=O)C(=O)N2CCCC[C@H]2C(=O)O[C@H]([C@H](C)C[C@@H]2CC[C@@H](O)[C@H](OC)C2)CC(=O)[C@H](C)/C=C(\C)[C@@H](O)[C@@H](OC)C(=O)[C@H](C)C[C@H](C)/C=C/C=C/C=C\1C	-22.0	1.1
O=C(CSc1nc2ccccc2[nH]1)Nc1ccc(Cl)cc1O	-13.5	5.8
COC(=O)c1ccccc1NC(=O)Cn1c([N+](=O)[O-])cnc1C	-8.0	-1.0
CC(Oc1ccc(C(C)(C)C)cc1)c1nc(-c2cccnc2)no1 (centres undefined)	-13.8	-0.5
COc1ccc(S(=O)(=O)Nc2ccc3c(c2)C(=O)N([C@@H](C)CO)C[C@H](C)[C@@H](CN(C)Cc2ccc(Oc4ccccc4)cc2)O3)cc1	·	2.1
COc1ccc(Nc2nc(Nc3ccc(OC)cc3)nc(Sc3nncn3C)n2)cc1	7.8	1.9
COc1ccc(-c2nnc3c4ccccc4c(C)nn23)cc1S(=O)(=O)NCc1cccnc1	22.3	3.5
COc1ccc(OC)c(NC(=O)Cn2c(=O)oc3ccccc32)c1	-4.2	-0.5
Cc1ccc(S(=O)(=O)N(C)C[C@@H]2Oc3ccc(NC(=O)CCC(F)(F)F)cc3CC(=O)N([C@@H](C)CO)C[C@@H]2C)cc1	·	-0.4
CN(C(=S)SCc1ccccc1)c1ccccc1	16.0	·
Cc1ccc(-c2nn(C)c(=O)c3ccccc23)cc1CNC(=O)CN1C(=O)c2ccccc2C1=O	1.5	4.1
C[C@@H]1CCCCO[C@H](CN(C)Cc2ccncc2)[C@@H](C)CN([C@H](C)CO)C(=O)c2cc(NC(=O)NC3CCCCC3)ccc2O1	·	0.7
COc1ccc(NC(=O)Nc2ccc3c(c2)C(=O)N([C@@H](C)CO)C[C@H](C)[C@H](CN(C)C(=O)NC(C)C)O3)cc1	·	2.0
O=C(Cn1cnc2ccccc2c1=O)Nc1ccc(Br)cc1F	-4.1	3.6
C[C@H](CO)N1C[C@H](C)[C@@H](CN(C)S(=O)(=O)c2cn(C)cn2)Oc2c(NC(=O)c3ccncc3)cccc2C1=O	2.8	·
Cc1ccc(S(=O)(=O)N(C)C[C@H]2Oc3ccc(NC(=O)CCC(F)(F)F)cc3CC(=O)N([C@@H](C)CO)C[C@@H]2C)cc1	·	1.3
C[C@H]1CN([C@@H](C)CO)C(=O)c2ccccc2-c2ccccc2CO[C@@H]1CN(C)S(=O)(=O)c1ccccc1F	7.0	·
Cc1noc(C)c1NC(=O)N(C)C[C@@H]1OCCCC[C@H](C)Oc2ccc(NS(=O)(=O)c3cn(C)cn3)cc2C(=O)N([C@@H](C)CO)C[C@H]1C	5.0	·
COC(=O)c1c(N)oc2c(-c3cccc(C(F)(F)F)c3)c3c(C(=O)OC)c(N)oc3cc12	-5.8	·
Cc1nn(-c2ccccc2)c(N)c1C(N)=S	·	0.8
COc1ccc(NC(=O)c2ccc3c(=O)n(Cc4ccco4)c(=S)[nH]c3c2)cc1OC	·	6.8
O=C(CS(=O)(=O)c1ccccc1)Nc1ccccc1O	7.6	-4.4
Cc1ccc(NS(=O)(=O)c2cc(C(=O)O)ccc2Br)cc1	·	-4.3
CC(C)S(=O)(=O)NC[C@@H]1CCCN(Cc2cccc(OCCO)c2)C1	·	-4.8
C[C@@H]1CN([C@@H](C)CO)C(=O)CCCn2cc(nn2)CO[C@H]1CN(C)C(=O)Nc1cccc2ccccc12	0.5	4.2
COC(=O)C(CC#Cc1ccc2c(c1)[C@]1(C(=O)N2)[C@H](C(=O)O)[C@H]2C(=O)O[C@H](c3ccccc3)[C@H](c3ccccc3)N2[C@@H]1c1ccc(OCCO)cc1)C(=O)OC	·	10.1
C=C[C@@]12COC(=O)C(=C)C1[C@@H](O)[C@H](C(=C)C(=O)OC)[C@@H](OC(=O)C(=C)CO)C2 (some centres undefined)	14.7	1.5
C[C@H]1CN([C@@H](C)CO)C(=O)CCCn2cc(nn2)CO[C@@H]1CN(C)C(=O)Nc1ccnc(N2CCOCC2)c1	-6.0	2.4
CCOC(=O)CSc1ncc(-c2ccccc2)nn1	6.4	5.1
CCCCCCCCCC/C=C\CCCCCCCc1cccc(O)c1C(=O)O	·	-12.9
OC(CCN1CCCC1)(c1ccccc1)C1CCCCC1 (centres undefined)	·	-0.1
